# ARNT-TACC3 inh: disruptors of ARNT/TACC3 protein interaction, primary screen, biochemical, AlphaScreen, single concentration. AlphaScreen His-ARNT PAS-B/GST-TACC3 binding, luminescence; TACC3 fragment carries E629A point mutation. inhibition, % at 9.99 µM. 0.66% of 390,000 active. AID 623870, 2012;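 active = mean inhibition of replicates at least 50% and at least half of replicates each reaching 50%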;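 note: 0% = complete ARNT plus TACC3 wells and 100% = ARNT alone without TACC3; many hits fall short of the cut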
# esBAF inh: Bmi1 luciferase reporter increase in mESCs, primary screen, esBAF inhibitor project, mouse ES cells, Bmi1 luciferase knock-in, single point. 24 h; 100% = twice the neutral-well signal. reporter increase, % at 12.5 µM. 2% of 350,000 active. AID 602393, 2012; in the data active = activation above about 40%;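 note: 0% = median of the plate's neutral control wells and 100% = double that signal; a rise in the Bmi1 reporter signal indicates esBAF inhibition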
# CASP6 VEID inh: human caspase-6 inhibitors, primary screen, biochemical, VEID-R110 fluorescence, single point, set 2; P55212; purified caspase-6, Z-VEID-R110 cleavage fluorescence; inhibition, % at 12.5 µM; 0.53% of 350,000 active; AID 686996, 2013;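 active = mean inhibition across replicates at least about 35%, with every replicate also reaching that limit, limit read from the data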;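 note: 0% = median of neutral control wells and 100% = no fluorescence left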
# E-sel inducer: E-selectin induction in HUVECs, primary screen, imaging, HUVEC, immunofluorescence imaging, single point; normalized: neutral wells 0, TNF-alpha wells 100; 0.37% of 260,000 active; activation, % at 7.58 µM;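 active = mean E-selectin-positive cell signal at least 10% of the positive control, reached in at least 60% of replicates, without over 20% cell loss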;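 note: in these data hits start at about 27%; measured in HUVEC primary endothelial cells; signal is the percent of cells scored E-selectin positive by PE staining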
#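 Assay system: HUVEC, human umbilical vein endothelial cells / Amount: 3,000 HUVEC/well / Controls: TNF-alpha positive control, DMSO neutral control / Compound dosing: single concentration / Medium: EGM-2 over gelatin coat / Evaluation: percent E-selectin-positive cells / Signal: immunofluorescence imaging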
# PglD DTNB: C. jejuni PglD acetyltransferase inhibitors, primary screen, biochemical, DTNB colorimetric, single point; purified PglD enzyme, DTNB colorimetric CoA detection; inhibition, % at 12.5 µM; UDP-N-acetylbacillosamine N-acetyltransferase PglD (Campylobacter jejuni); 0.098% of 360,000 active; AID 602405, 2012; in the data active = inhibition above about 16%, passing the limit was not always enough; note: strong numbers were not always called active
# ERp5 inh: inhibitors of ERp5-driven insulin aggregation, primary screen, biochemical, turbidity, absorbance 650 nm, single point | AID 651711, 2012 | inhibition, % at 9.99 µM | 0.05% of 350,000 active | 90 min;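 active = mean replicate inhibition above about 25%, with every replicate also reaching it, limit read from the data, passing the limit was not always enough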
# Target sequence (Q15084 whole entry, looked up): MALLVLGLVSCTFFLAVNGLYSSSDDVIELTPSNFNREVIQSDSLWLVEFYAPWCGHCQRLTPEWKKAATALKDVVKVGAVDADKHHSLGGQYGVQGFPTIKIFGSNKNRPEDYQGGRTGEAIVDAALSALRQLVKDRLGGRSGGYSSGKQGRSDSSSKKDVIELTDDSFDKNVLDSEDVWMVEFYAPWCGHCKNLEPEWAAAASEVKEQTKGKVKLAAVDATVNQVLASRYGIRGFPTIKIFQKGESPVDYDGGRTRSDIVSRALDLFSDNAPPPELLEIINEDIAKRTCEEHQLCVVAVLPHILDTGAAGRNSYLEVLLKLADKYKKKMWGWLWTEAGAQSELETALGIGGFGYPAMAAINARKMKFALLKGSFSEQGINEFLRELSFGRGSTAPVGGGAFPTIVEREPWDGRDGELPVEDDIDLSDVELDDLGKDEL
# RAD54 inh: inhibitors of human RAD54 branch migration, primary screen, biochemical, fluorescence, single point | DNA repair and recombination protein RAD54-like (Homo sapiens), Q92698 | RAD54 Holliday junction branch migration, FAM/BHQ fluorescence | inhibition, % at 10.4 µM | 0.14% of 360,000 active;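 active = mean normalized replicate activity at least 40 and at least half of replicates scoring 40 or more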;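 note: 0% = median of neutral control wells and 100% = median of positive control wells; inhibitors cause a drop in the FAM fluorescence signal; in these data hits start at about 50%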
# RAD52 anneal inh: RAD52 DNA annealing inhibitors, primary screen, biochemical, FRET, single point, set 2; inhibition, % at 18.7 µM; 0.46% of 360,000 active; recombinant RAD52 DNA annealing, FRET fluorescence; DNA repair protein RAD52 homolog (Homo sapiens), P43351;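 active = every replicate showing at least 50% inhibition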
# Target sequence (P43351 whole entry, looked up): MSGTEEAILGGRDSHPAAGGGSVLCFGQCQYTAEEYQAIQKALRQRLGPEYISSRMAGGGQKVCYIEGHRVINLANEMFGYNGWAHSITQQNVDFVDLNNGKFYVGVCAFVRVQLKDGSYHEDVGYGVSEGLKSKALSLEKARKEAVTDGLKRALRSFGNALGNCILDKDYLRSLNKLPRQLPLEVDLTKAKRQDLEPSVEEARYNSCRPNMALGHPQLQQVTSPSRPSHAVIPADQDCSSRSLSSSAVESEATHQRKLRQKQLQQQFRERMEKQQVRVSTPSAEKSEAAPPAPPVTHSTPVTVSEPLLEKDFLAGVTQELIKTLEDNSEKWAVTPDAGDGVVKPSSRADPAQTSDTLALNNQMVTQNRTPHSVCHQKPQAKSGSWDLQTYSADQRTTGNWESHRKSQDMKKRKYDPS
# Numbers without * were called inactive; x = no result given; & = joins results of further samples.
mol,ARNT-TACC3 inh,esBAF inh,CASP6 VEID inh,E-sel inducer,PglD DTNB,ERp5 inh,RAD54 inh,RAD52 anneal inh
COc1ccccc1NC(=O)Nn1cnnc1,-11,-6,x,x,-9,x,7,x
O=C(O)c1ccccc1C(=O)Nc1ccccc1NC(=O)c1ccccc1C(=O)O,x,42,4,10,6,1,-24,-25
COc1ccc(S(=O)(=O)Nc2ccc3c(c2)C(=O)N([C@@H](C)CO)C[C@@H](C)[C@H](CN(C)S(=O)(=O)c2cn(C)cn2)O3)cc1,x,-1,1,0.2,1,3,-2,6
O=C(NCc1cccs1)c1ccc2sc([C@H]3C[C@H](O)[C@@H](CO)O3)nc2c1,x,19,1,-0.1,1,2,1,-7
COc1cccc2cc(C(=O)N3CCN(c4ccc(C)cc4C)CC3)c(=O)oc12,2,-2,0,x,-5,-5,-14,-51
COc1ccc(NC(=O)Nc2cccc3c2O[C@@H](CN(C)S(=O)(=O)c2ccc(C)cc2)[C@@H](C)CN([C@H](C)CO)C3=O)cc1,-7,2,-3,x,-1,15,3,-18
Cc1cc2cc(CN(Cc3ccco3)S(=O)(=O)c3c(C)ccc4nsnc34)c(=O)[nH]c2cc1C,11,15,x,x,-2,x,2,x
C[C@@H]1CN([C@H](C)CO)C(=O)c2cc(NC(=O)Nc3ccc(F)cc3)ccc2O[C@H]1CN(C)Cc1ccc(Cl)c(Cl)c1,x,2,-1,x,1,-4,-6,1
COc1ccc2c3c(n(C)c2c1)[C@H](CO)N(C(=O)C1CCOCC1)CC31CN(C(=O)C2CC2)C1,x,x,6,0.0,x,1,x,11
COCCNC(=O)C[C@H]1CC[C@H]2[C@H](COc3ccc(NC(=O)c4cc(C)on4)cc3C(=O)N2C)O1,0,5,-3,0.2,9,1,4,0
COc1ccc(/C=C2\N=C(C)OC2=O)cc1OC,x,x,3,-0.2,x,4,x,5
COc1ccc(NS(=O)(=O)c2cccc(C(=O)NNC(=O)c3cc(S(N)(=O)=O)ccc3OC)c2)cc1,-3,2,1,-1.1,2,0,7,4
NC(=O)CSc1nc2cc3c(cc2c(=O)n1CCCC(=O)NCc1ccc2c(c1)OCO2)OCO3,2,-8,x,x,0,x,10,x
CC1CCN(C(=O)CCS(=O)(=O)c2cc3c(cc2Cl)NC(=O)CO3)CC1,-3,-1,-3,x,2,-5,-17,-13
CN(/N=C/c1cc(Cl)cc(Cl)c1O)c1c(Cl)cccc1[N+](=O)[O-],x,-2,0,x,5,1,6,-4
O=c1cc(-c2cccc(Br)c2)oc2cccc(O)c12,1,33,-2,0.0,2,1,5,-10
CCC(=O)N[C@H]1CC[C@H](CC(=O)NCC2CC2)O[C@@H]1CO,x,x,1,-0.3,x,-2,x,2
CC(C)(C)NC(=O)CSc1nnc(-c2ccncc2)o1,3,x,1,x,x,2,x,-21
CCCCOc1ccc(N(CC(=O)NC2CCCCC2)C(=O)c2snc(C(N)=O)c2N)cc1,-2,-10,-5,x,x,5,x,1
FC(F)(F)c1cc(C(F)(F)F)c2ccc(N3CCN(c4ccccc4)CC3)nc2n1,0,1,x,x,-1,x,-4,x
Cc1cc(N2CCN(S(C)(=O)=O)C[C@H]2C)ccc1N1CCN(Cc2ccccc2)[C@H](C)C1,x,x,-10,0.0,x,-2,x,4
CC(C)NC(=O)N1C[C@@H]2[C@H](c3ccccc31)[C@@H](CO)N2C(=O)Nc1cccc(F)c1,3,-4,0,-0.1,-2,3,9,-1
Cn1c(=O)c2c(nc(SCCN3CCOCC3)n2Cc2cccc3ccccc23)n(C)c1=O,-6,-3,x,0.0,2,x,-7,x
CN=c1scc(-c2cc(OC)ccc2OC)n1/N=C/c1c(C)[nH]c2ccccc12,9,x,3,x,x,-1,x,-12
Cc1noc(C)c1C(=O)N1CCC1(C)C(=O)NS(=O)(=O)c1cccc(Cl)c1 (centres undefined),x,-2,1,-0.2,-3,-3,-2,-3
CCCNC(=O)N1CCC2(CC1)CN(Cc1cccc(OC)c1)[C@@H](CO)c1[nH]c3cc(OC)ccc3c12,x,x,-2,-0.3,x,11,x,-79
COc1ccc(Cl)cc1NC(=O)Cn1c(=O)oc2ccccc21,-5,0,-2,-1.7,-1,8,-7,-10
CC(C)(C)c1ccc(-c2ccc3c(c2)S(=O)(=O)c2ccccc2C3=O)cc1,-4,-2,x,-0.1,-9,x,-7,x
COc1cc(OC)cc(-c2c(Sc3ccccc3)c3cc(-c4ccc5c(c4)OCCO5)ccc3n2C)c1,x,x,-3,-0.2,x,-4,x,-5
CCn1nc(NC(=O)COC)c2cc3cccc(C)c3nc21,-54,-3,0,0.0,-11,2,-5,-7
CCn1c(SCC(=O)N2CCCCC2)nc2c1c(=O)n(C)c(=O)n2C,0,-2,1,-0.1,-5,3,8,-4
COc1ccc(N2CCN(S(=O)(=O)c3ccc(Cl)s3)CC2)cc1,-1,x,-4,x,x,-9,x,-13
COc1cccc(S(=O)(=O)Nc2ccc3c(c2)[C@@H]2C[C@@H](CC(=O)N4CCCCC4)O[C@H](CO)[C@@H]2O3)c1,-1,6,-2,-0.8,-1,-1,19,0
CCOc1ccc(N(CC(=O)NCc2ccccc2)S(=O)(=O)c2ccc(C)cc2)cc1,17,-6,1,-0.1,-2,-1,-3,-1
C[C@H]1COc2cc(N3CCC[C@@H]3CO)ccc2S(=O)(=O)N1,x,x,0,0.2,x,0,x,-11
Cc1cc(NC(=O)/C=C/c2cccc(F)c2)n(-c2nc3ccccc3[nH]2)n1,17,x,3,-2.4,x,-5,x,-12

# 9 entries from above, ordered by length of the SMILES, low to high.
mol,ARNT-TACC3 inh,esBAF inh,CASP6 VEID inh,E-sel inducer,PglD DTNB,ERp5 inh,RAD54 inh,RAD52 anneal inh
CCn1nc(NC(=O)COC)c2cc3cccc(C)c3nc21,-54,-3,0,0.0,-11,2,-5,-7
COc1ccc(Cl)cc1NC(=O)Cn1c(=O)oc2ccccc21,-5,0,-2,-1.7,-1,8,-7,-10
COc1ccc(N2CCN(S(=O)(=O)c3ccc(Cl)s3)CC2)cc1,-1,x,-4,x,x,-9,x,-13
CCn1c(SCC(=O)N2CCCCC2)nc2c1c(=O)n(C)c(=O)n2C,0,-2,1,-0.1,-5,3,8,-4
Cc1cc(NC(=O)/C=C/c2cccc(F)c2)n(-c2nc3ccccc3[nH]2)n1,17,x,3,-2.4,x,-5,x,-12
Cc1noc(C)c1C(=O)N1CCC1(C)C(=O)NS(=O)(=O)c1cccc(Cl)c1 (centres undefined),x,-2,1,-0.2,-3,-3,-2,-3
COc1cc(OC)cc(-c2c(Sc3ccccc3)c3cc(-c4ccc5c(c4)OCCO5)ccc3n2C)c1,x,x,-3,-0.2,x,-4,x,-5
CCCNC(=O)N1CCC2(CC1)CN(Cc1cccc(OC)c1)[C@@H](CO)c1[nH]c3cc(OC)ccc3c12,x,x,-2,-0.3,x,11,x,-79
COc1cccc(S(=O)(=O)Nc2ccc3c(c2)[C@@H]2C[C@@H](CC(=O)N4CCCCC4)O[C@H](CO)[C@@H]2O3)c1,-1,6,-2,-0.8,-1,-1,19,0

# (continued)
mol,ARNT-TACC3 inh,esBAF inh,CASP6 VEID inh,E-sel inducer,PglD DTNB,ERp5 inh,RAD54 inh,RAD52 anneal inh
CC=Cc1ccc2n(c1=O)C[C@H]1[C@H](CO)[C@@H](C(=O)N(C)C)[C@@H]2N1CC1CC1 (mixture of isomers),-1,-1,-2,0.1,1,-5,12,30
Cc1cc(CNC(=O)C2CCC(=O)N(CCc3cccc(F)c3)C2)on1 (centres undefined),-12,-3,3,x,x,-1,-9,2
Cc1cccc(S(=O)(=O)Nc2cc(Cl)ccc2N2CCOCC2)c1,-4,-4,-2,-0.1,1,1,10,-3
CN(CC(=O)Nc1ccc(F)cc1)C(=O)C1CCN(S(=O)(=O)c2ccc3c(c2)OCCO3)CC1,3,4,2,-0.1,x,11,x,-6
COc1ccccc1-c1coc2c(CN3CCOCC3)c(O)ccc2c1=O,-1,5,16,-0.1,-7,5,3,3
CCC(C)[C@H](NC(=O)NC1CCN(Cc2ccccc2)CC1)C(=O)OC (some centres undefined),-2,-8,x,x,4,x,-15,x
O=S(=O)(c1ccc(Cl)cc1)N1[C@@H]2CNC[C@H]1C2c1ccc(-c2cccc(F)c2)cc1 (some centres undefined),x,x,-1,0.2&0.1,x,7,x,45
O=C(Cn1nc(-c2ccccc2)c2ccccc2c1=O)Nc1cccc(O)c1,-3,x,3,x,x,6,x,-20
CC(C)(C)Nc1c2ccccc2nc2ccccc12,2,4,2,-0.1,-9,-2,33,19
O=C(CCCN1C(=O)/C(=C/c2cccs2)SC1=S)Nc1ccccn1,3,x,-1,x,x,-1,x,-20
Cc1ccc(NC(=O)COC(=O)C2COc3ccccc3O2)cc1 (centres undefined),-18,5,4,-0.7,4,5,-3,-12
OC[C@@H]1[C@@H](c2ccccc2)C2(CN(CCC(F)(F)F)C2)N1Cc1ccccc1,x,x,2,0.0,x,-2,x,-28
C[C@H](O)C#Cc1ccc([C@H]2[C@@H](CO)N3CCCCN(S(=O)(=O)c4ccccc4)C[C@@H]23)cc1,-6,x,-1,-0.1,3,0,7,-54
COc1ccc2c(=O)c(Oc3ccc(C(=O)O)cc3)c(C(F)(F)F)oc2c1,-3,x,3,x,x,4,x,-7
O=C([C@@H]1CC=C[C@@H]2CCN(C3CCCCC3)C(=O)[C@@H]21)N1CCN(c2ccccc2)CC1,-1,3,x,0.6,0,1,0,2
CO[C@H]1CN(C)C(=O)c2ccc(NC(=O)Nc3cc(F)ccc3F)cc2OC[C@H](C)NC[C@H]1C,6,-2,3,0.0,1,-9,11,-3
N#Cc1ccc(N2C(=O)[C@@H]3C(C(=O)c4ccc5ccccc5n4)=NN[C@@H]3C2=O)cc1,-3,x,6,-1.0,2,-9,4,-26
Cc1cccc(N(C(=O)Nc2ccccc2)C2=NCC(C)S2)c1 (centres undefined),0,17,-2,x,-4,0,11,-15
O=C(c1ccccc1)N1CCN(C2C3CC4CC(C3)CC2C4)CC1 (centres undefined),1,3,x,x,1,x,-6,x
COc1ccccc1NC(=O)N1CCC(NC(=O)C(Cc2ccccc2F)NC(C)=O)CC1 (centres undefined),-6,0,x,0.0,0,5,-9,-6
COc1ccccc1-c1ccc([C@@H]2C[C@H]3[C@@H](CN2)CON3C)cc1,x,-3,0,0.0,-5,-1,-9,-4
CSc1nc2sc3c(c2c(=S)[nH]1)CC(C)(C)OC3,-5,5,1,1.3,-2,2,8,-54
COc1cccc(Nc2ccc(N3CCCCC3)cc2)c1OC,31,23,4,-0.2,3,1,-1,11
COc1ccc2c(C)c(C(=O)O)oc2c1,-3,-6,x,x,-1,x,-2,x
CCN(C(=O)CSc1nc2cc(C(F)(F)F)ccc2n1Cc1ccccc1)C1CCS(=O)(=O)C1 (centres undefined),-12,x,1,0.0,-6,-2,-1,-3
O=C(COC(=O)C1CC(=O)N(c2nc(-c3ccccc3)cs2)C1)c1ccccc1 (centres undefined),-5,1,x,x,5,x,4,x

# Bioassay records deposited in PubChem by Broad Institute.
